Screening results: PubChem, National Center for Advancing Translational Sciences (NCATS)
POLI inh: inhibitors of human DNA polymerase iota. Q9UNA4. Pol iota fluorescent replication assay, 10 min. Potency, µM (highest dose often 115 µM), for inactives: at the top dose activity, negative = inhibition, most hits filed as inhibitors. hit rate 1% among 390,000. AID 588590
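Fluorescent replication assay read twice, at 0 min and 10 min after adding 50 nM (final) substrate. Enzyme (10 nM) and compounds were first incubated 15 min at room temperature; enzyme-free buffer wells were negative controls.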
JMJD2A Tudor inh: inhibitors of human JMJD2A Tudor domain. AID 504339. O75164. AlphaScreen JMJD2A-Tudor / H3K4me3 peptide binding. Potency, µM (top dose mostly 114 µM), without a hit: at the top dose activity change, negative = inhibition, most hits filed as inhibitors. hit rate 4.4% among 390,000; note: % is set by controls: 0 for no effect and ±100 for the full control effect; nearly all actives have a fitted effect of over 50% in size
Pol beta inh: DNA polymerase beta (human) inhibition. Pol beta primer extension/strand displacement, fluorescence kinetic. Potency, µM (titrated, usually from 114 µM), without a hit: at the highest dose activity change, negative = inhibition, most hits filed as inhibitors. hit rate 1.3% among 340,000. AID 485314; note: % is set by controls: 0 for no effect and ±100 for the full control effect
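Human Pol beta at 10 nM; strand-displacement substrate 50 nM final. Compound exposure 15 min at room temperature before start, reaction 10 min at room temperature.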
BAZ2B inh: inhibitors of human BAZ2B bromodomain | Q9UIF8 | AlphaScreen BAZ2B-H3K14Ac peptide displacement | Potency, µM (highest dose often 114 µM), for the others: at the highest dose activity change, negative = inhibition, actives largely listed as inhibitors | hit rate 4.4% among 360,000 | AID 504333; note: % is set by controls: 0 for no effect and ±100 for the full control effect; nearly all actives have a fitted effect of over 60% in size
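BAZ2B 50 nM plus b-H3(5-23)K14Ac 50 nM, PBS pH 7.4/0.01% Tween-20, 30 min RT; compound added (max 110 uM), 30 min RT; streptavidin donor/Ni-chelate acceptor beads 10 ug/mL final, 20 min dark; AlphaScreen read.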
BLM inh: inhibitors of human Bloom syndrome helicase BLM. Potency, µM (highest dose often 56.1 µM), inactives show at the highest dose activity change, negative = inhibition, hits mostly inhibitors. AID 2528. hit rate 0.2% among 350,000. recombinant BLM DNA unwinding, fluorescence dequenching;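 note: plate controls were vehicle for no effect and no enzyme for full effect; nearly all actives have a fitted effect of over 35% in size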
Pol kappa inh: DNA polymerase kappa (human) inhibition; purified Pol kappa, fluorescent DNA synthesis assay, 10 min; Potency, µM (titrated, usually from 107 µM), for inactives: at the highest dose activity, negative = inhibition, actives largely listed as inhibitors; hit rate 0.53% among 400,000; note: % is set by controls: 0 for no effect and ±100 for the full control effect
Target sequence (Q9UBT6 whole entry, looked up): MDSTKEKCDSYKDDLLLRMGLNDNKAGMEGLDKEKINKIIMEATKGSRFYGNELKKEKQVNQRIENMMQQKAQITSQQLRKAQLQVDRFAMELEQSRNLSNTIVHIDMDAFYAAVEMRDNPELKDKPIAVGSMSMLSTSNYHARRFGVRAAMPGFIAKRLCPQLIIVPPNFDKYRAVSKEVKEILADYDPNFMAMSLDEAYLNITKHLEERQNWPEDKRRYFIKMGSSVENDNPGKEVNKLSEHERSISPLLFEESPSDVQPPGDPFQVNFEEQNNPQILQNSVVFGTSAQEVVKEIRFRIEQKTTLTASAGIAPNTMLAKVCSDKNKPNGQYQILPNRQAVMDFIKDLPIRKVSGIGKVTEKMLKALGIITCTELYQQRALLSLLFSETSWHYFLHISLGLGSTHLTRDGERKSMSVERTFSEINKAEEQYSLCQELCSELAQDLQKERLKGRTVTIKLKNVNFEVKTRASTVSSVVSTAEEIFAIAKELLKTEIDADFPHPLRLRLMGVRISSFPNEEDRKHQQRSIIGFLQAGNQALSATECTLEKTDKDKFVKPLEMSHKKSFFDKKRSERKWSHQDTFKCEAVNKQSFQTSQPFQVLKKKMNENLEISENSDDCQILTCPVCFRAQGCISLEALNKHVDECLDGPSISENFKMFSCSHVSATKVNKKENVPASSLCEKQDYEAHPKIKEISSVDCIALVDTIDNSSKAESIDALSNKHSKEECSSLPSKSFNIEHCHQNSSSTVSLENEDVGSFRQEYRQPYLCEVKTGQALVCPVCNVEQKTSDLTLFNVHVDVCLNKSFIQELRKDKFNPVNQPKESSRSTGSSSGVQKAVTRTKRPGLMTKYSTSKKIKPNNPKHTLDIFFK
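10 nM Pol kappa preincubated 15 min at room temperature with compounds, then reaction started with substrate at 50 nM final. Fluorescence read kinetically at 0 and 10 min; buffer-only wells served as negative control.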
APEX1 inh: blocks human APE1 abasic DNA cleavage. recombinant APE1, TAMRA/BHQ-2 abasic DNA cleavage fluorescence. Potency, µM (highest dose often 65.8 µM), for the others: at the top dose activity change, negative = inhibition, most hits filed as inhibitors. hit rate 0.35% among 350,000;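 note: plate controls were vehicle for no effect and reference inhibitor for full effect; nearly all actives have a fitted effect of over 55% in size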
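Step 1: APE1 (0.75 nM) with compound, 15 min RT. Step 2: add 50 nM fluorophore/quencher THF duplex. Step 3: three fluorescence reads 60 s apart (525/598 nm); read 3 minus read 1 = reaction progress.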
POLH inh: DNA polymerase eta (human) inhibition; hit rate 1.2% among 390,000; Q9Y253; Potency, µM (doses to about 114 µM), without a hit: at the top dose activity change, negative = inhibition, actives largely listed as inhibitors; recombinant Pol eta, fluorescent DNA replication assay; note: % is set by controls: 0 for no effect and ±100 for the full control effect
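Pol eta (10 nM) was preincubated with compounds for 15 min at room temperature, after which fluorescent replication substrate (50 nM final) was added to start the reaction. Fluorescence was read kinetically at 0 and 10 min.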
G9a inh: G9a (human) methyltransferase inhibition; Q96KQ7; G9a H3K9 monomethylation, AlphaScreen, 2 h; Potency, µM (titrated, usually from 102 µM), for inactives: at the highest dose activity, negative = inhibition, actives largely listed as inhibitors; hit rate 8.8% among 350,000; note: % is set by controls: 0 for no effect and ±100 for the full control effect; nearly all actives have a fitted effect of over 75% in size
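Signal arises when biotinylated H3K9 peptide, once monomethylated, bridges streptavidin donor and antibody-captured acceptor beads. Enzyme at 20 nM was preincubated 15 min with test compounds; peptide 500 nM and SAM 20 uM then reacted for 2 h.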
The depositor's hits bear a star; ? = inconclusive; nt = not tested or not shown; & = joins results of further samples; [ ] = remark or other dose. Calls come from the whole dose curve; as a rule, active = well fitted curve in the direction sought with a large enough effect; inconclusive = small, poorly fitted or top-dose-only effect, or another doubt; inactive = no such curve, though single readings can be large; an effect the other way counts as inactive or inconclusive. Potency is the fitted concentration of half-maximal effect.

SMILES | POLI inh | JMJD2A Tudor inh | Pol beta inh | BAZ2B inh | BLM inh | Pol kappa inh | APEX1 inh | POLH inh | G9a inh
O=C1COc2ccc(S(=O)(=O)NCCc3ccccc3)cc2N1 | ? | -24% | 13% | 7% | 2% | -20% | 2%[12.4 µM] | -24% | 25%[59 µM]
CCN1CCCC1CNC(=O)C(=O)NC (configuration not stated) | 27% | -11% | -20% | -25% | 1% | -2% | -5% | 3% | -50%[59 µM]
Cc1nn(Cc2ccc(Cl)cc2)c(C)c1NC(=O)c1noc2c1CCc1ccccc1-2 | -8%&25% | -28%&-18% | -2%&-1% | -20%&-1% | -12%&-14% | -3%&14% | 4% | -11%&-14% | 3%
COc1ccc(C)cc1NCc1cc(=O)oc2cc(-c3ccccc3)c(O)cc12 | 22% | -13% | 4% | 5% | -14% | 2% | 18% | -8% | -7%
Cc1nc(C(C)N(C)Cc2c(C(=O)N3CCCCC3)nc3c(C)cccn23)c(C)s1 (configuration not stated) | -9% | -19% | 8% | -1% | -3% | -12% | 1% | 0% | 1%
CCOc1ccc(N2C(=O)c3cccnc3C2Nc2ccc(C)cc2)cc1 (configuration not stated) | 10% | -19% | 26% | -29% | -6% | -7% | -4% | -16% | ?
O=C(Nc1cccc(Cl)c1)c1ccncc1 | -8% | -16% | -2% | 2% | -3% | 5% | -1% | -8% | -5%[12.7 µM]
CCCS(=O)(=O)N1CCCC(C(=O)NCCN(CC)CC)C1 (configuration not stated) | 13% | -6% | 33% | 8% | 3% | -3% | -1% | -13% | nt
CC(OC(=O)c1cccnc1)C(=O)NCc1ccc2c(c1)OCO2 (configuration not stated) | 25% | -9% | 1%[57.1 µM] | -1% | 4% | -5% | 4% | -18% | -2%
CC(C)c1ccc(NC(=O)c2cccc(Br)c2)cc1 | 37%[activator] | 7% | 1% | 4% | -9% | 5% | 3% | -19% | 28%[59 µM]
CCN(CCN1CCCC1)C(=O)c1cc(COc2ccccc2SC)on1 | 37%[activator] | -30% | 1% | -25% | -1% | -9% | 37% | 0% | -12%
Cc1ccoc1C(=O)NCc1occc1C(=O)O | ? | ? | -27% | ? | -6% | ? | ? | 6.3µM* | 45µM*
O=C(CNC(=O)OCc1ccccc1)NCC(=O)N1CCCC1C(=O)OCc1ccccc1 (configuration not stated) | -5% | ? | 32% | -13% | -3% | -10% | -5% | -6% | 15%[0.0925 µM]
O=C(NCC1CCCO1)c1cccc(Oc2c(Cl)cccc2[N+](=O)[O-])c1 (configuration not stated) | 23% | -5% | 1% | -38% | -3% | -12% | 35% | -6% | ?
COc1ccc(NC(=S)NCCC(c2ccccc2)c2ccccc2)c(OC)c1 | ? | -36% | -1% | ? | -12% | 2% | -7% | -11% | ?
CN(C1CCCCC1)S(=O)(=O)c1ccc2c(c1)c(=O)c(C(=O)NCc1ccc(F)cc1)cn2C | 23% | -7% | 17% | nt | 1% | 3% | nt | -21% | -3%[59 µM]
CCOC(=O)c1c(C)c(C(=O)NC(C)COC)c(C)n1CC (configuration not stated) | 34%[activator] | -8% | 6% | 9% | -5% | -4% | -2% | -9% | -31%
CC(=O)Nc1cccc(C(=O)Nc2cccc(S(=O)(=O)NCc3ccco3)c2)c1 | -4% | -35% | nt | -11% | nt | -8% | -10% | -2% | 27%[59 µM]
COc1cc(Nc2c3c(nc4ccccc24)CCC3)cc(OC)c1OC | 110%[activator] | -6% | 1% | -13% | -5% | 2% | -11% | -21% | 3%
CC(=O)c1cccc(Nc2cc(C)nc3nc(-c4ccccc4C)nn23)c1 | 23% | -19% | 3% | -9% | 1% | -12% | nt | -6% | 0%[59 µM]
OC(COc1c(F)cc(Br)cc1F)CN1CCc2ccccc2C1 (configuration not stated) | 0% | 12% | 5% | 4% | 4% | -3% | 3% | -14% | nt
O=C1C(Cl)=C(N2CCOCC2)C(=O)N1c1ccc(Br)cc1 | ? | -20% | -2% | 6% | -2% | -12% | 6% | -1% | 45µM*
CN(C)CCCN(Cc1ccccc1)C(=S)NCc1ccccc1 | -3% | -18% | -13% | -24% | 4% | 0% | 9% | -6% | ?
COC(=O)C1=CN(C(C)c2ccccc2)C=C(C(=O)OC)C1c1cc(OC)c(OC)c(OC)c1 (configuration not stated) | -19% | -36% | -20% | 19% | -18% | -2% | -8% | -15% | -15%[2.33 µM]
C=CCNc1nc(C2(C)CC3(CC(C)OC3=O)C(=O)O2)cs1 (configuration not stated) | 20% | -15%[57.1 µM] | 33% | -1% | -8% | -16% | 7% | 7% | 0%[59 µM]
C[C@H](NC(=O)c1nc[nH]c1C(=O)NCC(=O)OC(C)(C)C)c1ccccc1 | 40% | -20% | 2% | -1% | -3% | 5% | 2% | -22% | nt
O=C(CCNC(=O)c1ccc(Cl)cc1)NN1C(=O)NC2(CCCCC2)C1=O | nt | -16% | nt | 1% | nt | -1% | -4% | 1% | -3%[12.7 µM]
O=C(Nc1ccc(OC(F)F)c(Cl)c1)c1ccccn1 | 21% | 17% | 22% | nt | -2% | -17% | -6% | -2% | 15%
COc1cccc(CNC(=S)Nc2cc(C)cc(C)c2)c1 | 31%[activator] | -15% | 0% | -25% | -6% | -15% | 1% | -14% | 5%
Cc1sc2nc(C3CC3)nc(NCCNS(C)(=O)=O)c2c1C | 12% | -7% | 0% | 11% | -2% | -6% | -1% | -16% | 3%
O=C(NS(=O)(=O)c1ccccc1[N+](=O)[O-])c1ccccc1 | ? | 18% | 108% | -4% | 0% | 0% | 15% | -8% | 14%
O=C(O)CSCC(=O)Nc1ccc(C2CCCCC2)cc1 | 8% | -15% | 14% | 0% | -3% | -10% | 27% | -1% | 6%[59 µM]
COc1ccc(O)c(CN2CCCC(N3CCN(c4ccccc4OC)CC3)C2)c1 (configuration not stated) | 21% | -34% | 1% | -31% | -4% | 3% | 21% | -2% | 5%
Cc1cc(=O)oc2cc(OCc3ccc(C(=O)OCC(=O)N(C)C4CCS(=O)(=O)C4)cc3)ccc12 (configuration not stated) | -11% | -18% | ? | -18% | -7% | -12% | 9% | -17% | 0%
Nc1nc(NCCCN2CCOCC2)nc(NCc2ccccc2)c1[N+](=O)[O-] | 28% | -22% | 0% | -27% | 18% | 0% | 0% | -4% | -9%
CCc1ccccc1Nc1nc2ccccc2n1C | -5% | -13% | -21% | -18% | 1% | 5% | -5% | -13% | 13%
NC(=O)CS(=O)(=O)c1nc2ccccc2n1Cc1ccccc1F | -9% | -20% | -1% | 3% | -8% | -4% | -2% | 3% | 10%[12.7 µM]
CC1(C)CC(CC(=O)O)C(=O)O1 (configuration not stated) | 3% | ? | 15% | 6% | 0% | -2% | 7% | -5% | ?
COc1ccc(C(=O)c2cn[nH]c2-c2cc(C)ccc2O)cc1 | -6% | -6% | -2% | -1% | -4% | -8% | 14% | 1% | 4%[2.33 µM]
O=C(CN(C1CCCCC1)S(=O)(=O)c1ccc(F)cc1)NC1CC1 | 20% | -6% | -20% | 13% | 3% | -4%[60.1 µM] | -16% | 4% | -3%

One compound at a time, as listed above:
Results for Nc1nc(NCCCN2CCOCC2)nc(NCc2ccccc2)c1[N+](=O)[O-] : POLI inh: 28%; JMJD2A Tudor inh: -22%; Pol beta inh: 0%; BAZ2B inh: -27%; BLM inh: 18%; Pol kappa inh: 0%; APEX1 inh: 0%; POLH inh: -4%; G9a inh: -9%
Results for Cc1sc2nc(C3CC3)nc(NCCNS(C)(=O)=O)c2c1C : POLI inh: 12%; JMJD2A Tudor inh: -7%; Pol beta inh: 0%; BAZ2B inh: 11%; BLM inh: -2%; Pol kappa inh: -6%; APEX1 inh: -1%; POLH inh: -16%; G9a inh: 3%
Results for O=C(CN(C1CCCCC1)S(=O)(=O)c1ccc(F)cc1)NC1CC1 : POLI inh: 20%; JMJD2A Tudor inh: -6%; Pol beta inh: -20%; BAZ2B inh: 13%; BLM inh: 3%; Pol kappa inh: -4%[60.1 µM]; APEX1 inh: -16%; POLH inh: 4%; G9a inh: -3%

More compounds
SMILES | POLI inh | JMJD2A Tudor inh | Pol beta inh | BAZ2B inh | BLM inh | Pol kappa inh | APEX1 inh | POLH inh | G9a inh
Clc1cccc(CNc2ncnc3c2nc2n3CCCC2)c1 | 28% | 10% | -24% | 1% | 2% | -1% | nt | -27% | 8%[59 µM]
COC(=O)c1cccc(NC(=O)CN2CCN(Cc3ccccc3)CC2)c1 | 15% | -22% | -3% | 5% | -3% | 1% | -3% | -16% | ?
Cc1ccc(C(=O)CCC(=O)OCC(=O)Nc2nnc(-c3ccccc3)o2)cc1 | 11% | -26% | nt | ? | nt | -23% | 4% | ? | -1%
COc1cc(C(C(=O)NC2CCCCC2)N(C(=O)c2cnccn2)c2ccccc2)cc(OC)c1OC (configuration not stated) | 92%[activator] | -6% | 19% | -5% | -4% | -8% | -13% | 3% | 7%
N=c1c(C(=O)NC2CCCC2)cc2c(=O)n3ccccc3nc2n1Cc1ccccc1 | 19% | -3% | 2% | 0%[57.1 µM] | 4% | -11% | 11% | -1% | 10%
CCOC(=O)c1c(NC(=O)CSc2cn(CCNC(=O)c3ccc(OCC)cc3)c3ccccc23)sc2c1CCCC2 | 14% | -23% | 20% | -24% | -9% | -2% | nt | -21% | -7%[59 µM]
O=C1c2cccnc2C(Nc2ccccc2)N1Cc1ccco1 (configuration not stated) | 13µM* | 32µM* | 0% | 56µM* | -13% | -1% | -2% | -25% | 25µM*
CCCNC(=S)N1CCC(C(=O)c2ccc(F)cc2)CC1 | 35%[activator] | -31% | 29% | ? | -2% | 4% | 15% | -5% | 1%
O=C(Cc1c(O)c2ccccc2[nH]c1=O)NC1CCCCCCC1 | 0% | -14% | -11% | -2% | 0% | -15% | 0% | 4% | 1%[59 µM]
COc1ccc(Nc2sc(C(=O)Nc3cccc(Cl)c3)c(N)c2C(=O)Nc2ccccc2OC)cc1 | nt | nt | 8% | ? | -10% | nt | 21% | nt | -7%[59 µM]
Cc1ccc(S(=O)(=O)NCCN=C(CN2CCCC2)NS(=O)(=O)c2ccc(C)cc2)cc1 | 0% | -24% | 2% | 7% | -1% | -13% | -5% | -5% | -9%[2.33 µM]

A portion of the library (hit frequency here may not be typical).
